Pf apPOL block – Pf-apPOL DNA polymerase inhibition; inhibition, % at 10 µM; hit rate 0.25% among 210,000; Recombinant Pf-apPOL, molecular beacon fluorescence, 1.5 h
mHTT-CaM PPI inh – inhibitors of human mutant huntingtin-calmodulin interaction; inhibition, % at 15 µM; AID 1671202; hit rate 3.6% among 190,000; AlphaScreen His-mHTT/GST-CaM binding, luminescence; P42858;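 note: 0% = both proteins with DMSO and 100% = one protein alone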
Target sequence (P42858 whole entry, looked up, stated change not applied): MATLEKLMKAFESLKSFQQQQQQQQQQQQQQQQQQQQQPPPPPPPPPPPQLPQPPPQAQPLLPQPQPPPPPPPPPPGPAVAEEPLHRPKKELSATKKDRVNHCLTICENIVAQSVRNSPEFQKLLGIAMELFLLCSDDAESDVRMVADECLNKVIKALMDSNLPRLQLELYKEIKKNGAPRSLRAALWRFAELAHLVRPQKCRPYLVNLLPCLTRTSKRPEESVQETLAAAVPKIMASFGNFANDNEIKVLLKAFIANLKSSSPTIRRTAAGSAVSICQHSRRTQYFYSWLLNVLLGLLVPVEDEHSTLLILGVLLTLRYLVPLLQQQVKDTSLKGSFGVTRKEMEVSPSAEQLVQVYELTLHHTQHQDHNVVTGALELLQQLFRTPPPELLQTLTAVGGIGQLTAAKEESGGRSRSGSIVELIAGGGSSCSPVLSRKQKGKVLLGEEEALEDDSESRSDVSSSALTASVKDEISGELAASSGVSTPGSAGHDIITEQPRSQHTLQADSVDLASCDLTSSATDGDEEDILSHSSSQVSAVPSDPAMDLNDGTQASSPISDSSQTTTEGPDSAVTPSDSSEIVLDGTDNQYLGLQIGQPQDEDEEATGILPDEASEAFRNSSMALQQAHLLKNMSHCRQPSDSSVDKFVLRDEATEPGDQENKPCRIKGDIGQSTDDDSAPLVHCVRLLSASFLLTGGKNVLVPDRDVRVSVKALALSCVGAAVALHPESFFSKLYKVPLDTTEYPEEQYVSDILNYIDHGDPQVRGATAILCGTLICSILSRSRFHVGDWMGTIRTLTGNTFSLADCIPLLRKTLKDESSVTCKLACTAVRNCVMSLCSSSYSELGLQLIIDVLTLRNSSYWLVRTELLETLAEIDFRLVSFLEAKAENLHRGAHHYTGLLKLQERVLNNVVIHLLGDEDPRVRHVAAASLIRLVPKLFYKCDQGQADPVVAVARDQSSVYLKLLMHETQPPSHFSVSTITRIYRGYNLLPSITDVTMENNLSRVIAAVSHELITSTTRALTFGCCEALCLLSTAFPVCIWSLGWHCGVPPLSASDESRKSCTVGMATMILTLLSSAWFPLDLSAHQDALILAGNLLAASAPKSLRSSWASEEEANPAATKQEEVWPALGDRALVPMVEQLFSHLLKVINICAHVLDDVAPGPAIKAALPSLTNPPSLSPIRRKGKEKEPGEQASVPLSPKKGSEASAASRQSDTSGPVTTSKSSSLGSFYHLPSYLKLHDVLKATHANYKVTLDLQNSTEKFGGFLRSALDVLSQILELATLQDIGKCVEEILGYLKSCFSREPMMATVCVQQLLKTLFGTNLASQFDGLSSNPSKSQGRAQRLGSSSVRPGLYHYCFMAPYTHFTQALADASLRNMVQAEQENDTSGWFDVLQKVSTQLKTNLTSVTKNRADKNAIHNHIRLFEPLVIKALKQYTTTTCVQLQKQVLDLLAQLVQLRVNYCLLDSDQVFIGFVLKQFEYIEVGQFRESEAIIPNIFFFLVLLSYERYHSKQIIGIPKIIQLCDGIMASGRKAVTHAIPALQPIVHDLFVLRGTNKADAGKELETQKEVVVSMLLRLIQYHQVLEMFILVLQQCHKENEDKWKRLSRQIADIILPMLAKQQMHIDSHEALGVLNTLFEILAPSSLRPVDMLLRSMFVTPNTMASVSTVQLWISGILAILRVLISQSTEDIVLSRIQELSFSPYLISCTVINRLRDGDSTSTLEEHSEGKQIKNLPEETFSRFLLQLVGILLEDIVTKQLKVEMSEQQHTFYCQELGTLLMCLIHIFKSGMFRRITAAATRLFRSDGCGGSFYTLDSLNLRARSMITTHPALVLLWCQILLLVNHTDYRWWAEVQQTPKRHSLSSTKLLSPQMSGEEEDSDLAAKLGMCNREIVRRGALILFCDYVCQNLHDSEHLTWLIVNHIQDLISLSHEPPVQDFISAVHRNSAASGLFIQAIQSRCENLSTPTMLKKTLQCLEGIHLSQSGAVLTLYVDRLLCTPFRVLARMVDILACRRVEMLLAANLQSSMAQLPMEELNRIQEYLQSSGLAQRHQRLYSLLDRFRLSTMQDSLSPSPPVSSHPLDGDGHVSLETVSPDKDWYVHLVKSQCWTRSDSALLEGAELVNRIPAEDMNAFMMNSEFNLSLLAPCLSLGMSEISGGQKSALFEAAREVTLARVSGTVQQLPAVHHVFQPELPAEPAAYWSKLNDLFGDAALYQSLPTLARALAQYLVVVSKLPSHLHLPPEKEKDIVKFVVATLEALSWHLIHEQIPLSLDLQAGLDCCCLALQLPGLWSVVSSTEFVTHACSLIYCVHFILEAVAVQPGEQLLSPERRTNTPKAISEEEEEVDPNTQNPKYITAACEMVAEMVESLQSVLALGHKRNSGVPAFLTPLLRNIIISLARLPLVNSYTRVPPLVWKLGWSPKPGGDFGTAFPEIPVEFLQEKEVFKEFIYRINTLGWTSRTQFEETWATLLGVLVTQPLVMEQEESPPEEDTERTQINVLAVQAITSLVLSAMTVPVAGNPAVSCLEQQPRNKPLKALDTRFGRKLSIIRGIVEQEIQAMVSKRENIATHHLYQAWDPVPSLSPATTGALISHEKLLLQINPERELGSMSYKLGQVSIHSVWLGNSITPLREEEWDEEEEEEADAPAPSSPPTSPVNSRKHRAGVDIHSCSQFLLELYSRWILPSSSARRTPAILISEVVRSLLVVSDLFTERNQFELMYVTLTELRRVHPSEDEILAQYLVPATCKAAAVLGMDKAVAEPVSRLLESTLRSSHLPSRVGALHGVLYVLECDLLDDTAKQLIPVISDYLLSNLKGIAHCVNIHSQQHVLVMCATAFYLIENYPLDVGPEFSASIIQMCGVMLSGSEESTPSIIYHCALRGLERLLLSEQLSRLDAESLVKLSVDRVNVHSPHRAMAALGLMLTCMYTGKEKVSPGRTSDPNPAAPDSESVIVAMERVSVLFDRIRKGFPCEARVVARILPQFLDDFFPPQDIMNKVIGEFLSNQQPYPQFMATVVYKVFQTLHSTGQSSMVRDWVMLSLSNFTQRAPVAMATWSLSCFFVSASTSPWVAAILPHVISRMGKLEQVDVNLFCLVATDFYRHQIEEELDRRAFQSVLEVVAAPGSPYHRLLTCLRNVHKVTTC
* = called active by the depositor; i = inactive; · = not tested or not shown; & = joins results of further samples. Cut-off read from the data, not from the text of the source: active = inhibition above about 50%; inactive = the rest.

A first look, four compounds:
SMILES	Pf apPOL block	mHTT-CaM PPI inh
CCC(=O)NC(c1cccc([N+](=O)[O-])c1)c1ccc2cccnc2c1O (stereo not drawn)	-2	100*
CCC(C)NC(=O)CSc1nc2n[nH]c(C)c2c(=N)n1-c1ccc(Br)cc1 (stereo not drawn)	-2	75*
CCCCN1C(=O)C(C)(C(=O)N2CCN(C3CCCCC3)CC2)Oc2cccnc21 (stereo not drawn)	-1	21
CCc1cc(NC(=O)Cc2cccs2)nn1-c1ccc(OC)cc1	-4	10

The listing, repeating the preview:
SMILES	Pf apPOL block	mHTT-CaM PPI inh
CCC(=O)NC(c1cccc([N+](=O)[O-])c1)c1ccc2cccnc2c1O (stereo not drawn)	-2	100*
CCC(C)NC(=O)CSc1nc2n[nH]c(C)c2c(=N)n1-c1ccc(Br)cc1 (stereo not drawn)	-2	75*
CCCCN1C(=O)C(C)(C(=O)N2CCN(C3CCCCC3)CC2)Oc2cccnc21 (stereo not drawn)	-1	21
CCc1cc(NC(=O)Cc2cccs2)nn1-c1ccc(OC)cc1	-4	10
Cn1c(=NC(=O)c2cc(=O)c3ccccc3o2)sc2cc(Cl)ccc21	2	-9
Cc1ccc(-n2c(SCc3ccc([N+](=O)[O-])cc3)nc3c(c2=O)SCC3)cc1	2	1
COc1cccc(OC)c1OCC(O)CN1CCN(c2cc(Cl)ccc2C)CC1 (stereo not drawn)	1	64*
O=C(Cc1ccc(Br)cc1)NCCc1ccc(F)cc1	-12	-12
Cc1ccc(C)c(NS(=O)(=O)c2ccc(NC(=O)c3ccccc3C)cc2)c1	-4	-2
COc1cccc(C(C)NC(=O)Cn2c(C)nc3c(c2=O)CN(Cc2ccccc2)CC3)c1 (stereo not drawn)	-9	0
COc1cc(-c2noc(C)n2)ccc1OCc1ccc(F)cc1F	1	-9
O=C(C1CCC1)N1CCN(c2nc3c(s2)CC(C(=O)N2CCCCCC2)CC3)CC1 (stereo not drawn)	3	-1
O=C(Cc1ccsc1)Nc1cnc(-c2ccccc2)nc1	1	16
O=C(CSc1nnc(-c2ccco2)o1)c1cccc([N+](=O)[O-])c1	-7	-2
O=S(=O)(c1ccccc1)N1CCN(S(=O)(=O)c2ccccc2)C1	8	-7
CCc1cc2c(=O)[nH]c(=S)[nH]c2s1	·	1
O=C1Nc2ccccc2-c2ccccc2N1	-12	·
N=C1S/C(=C\c2ccc(-c3cccc(C(F)(F)F)c3)o2)C(=O)N1c1nonc1N	-3	56*
CNC(=O)N1CCC(n2c(C)nc(C(=O)NCc3cccc(C(F)(F)F)c3)c2C)CC1	-1	19
O=C(COc1ccc(Cl)cc1)N1CCCCC1CCN1CCCCCC1 (stereo not drawn)	-13	5
CCN1c2cc(C(=O)N3CCN(c4ccccc4F)CC3)ccc2C(=O)N2CCCCC21 (stereo not drawn)	0	12
COc1ccc(C(=O)N2CCCC(c3n[nH]c(C4CC4)n3)C2)c(OC)n1 (stereo not drawn)	-7	0
COc1cccc(-n2ccnc2SCC(=O)Nc2ccccc2C(F)(F)F)c1	-4	26
COCCNC(=O)c1c[nH]c2ccc(S(=O)(=O)N(C)c3ccc(F)cc3)cc2c1=O	-10	17
Cc1cc2nc(N=C(N)NC(=O)NC3CCCCC3)nc(C)c2cc1C	11	5

Next entries.
SMILES	Pf apPOL block	mHTT-CaM PPI inh
O=C(NCc1ccc(F)cc1)c1cn2cc(Cl)ccc2n1	0	-6
O=C(NCCSc1c(-c2ccc(Cl)cc2)[nH]c2ccccc12)c1ccncc1	-1	15
CSc1sc(C(=O)Sc2ccc(Cl)cc2)cc1S(=O)(=O)C(C)C	-9&-29	·
Cc1ccc(C=C2Oc3cc(OCC(=O)OC(C)(C)C)ccc3C2=O)cc1	1	-2
COc1cc(CNC(=O)C2CCN(Cc3cn(C)c4ccccc34)CC2)cc(OC)c1	0	8
CCCC(C)C(=O)Nc1cc(C)on1 (stereo not drawn)	·	-3
Cc1nccc(-c2cccc(NN=C(C#N)S(=O)(=O)c3ccccn3)c2)n1	-7&-7	·
Cc1cc(C)nc(SCCOc2ccc(Cl)cc2)n1	-5	-108
CC1=C(C(=O)Nc2ccc(F)cc2)C(c2cccnc2)C2=C(CC(c3ccccc3)CC2=O)N1 (stereo not drawn)	-1	12
CSc1cc(-c2ccco2)[nH]c(=O)c1C#N	-5	·
CCCC12CN(S(=O)(=O)c3ccccc3)CC(C)(CN(S(=O)(=O)c3ccccc3)C1)C2=O	5	7
Cc1ccc(NC(=O)c2cc(NC(=O)CCC(=O)O)ccc2N2CCOCC2)cc1Cl	-10	20
CN1CCN(C2CN(Cc3ccc(F)cc3)S(=O)(=O)C2)CC1 (stereo not drawn)	1	-7
O=S1(=O)c2c(cccc2N2CCSCC2)Oc2ccccc2CN1Cc1cn(Cc2ccccc2C(F)(F)F)nn1	-4	7
COc1ccccc1C=C1Oc2c(ccc(O)c2CN2CCCC2)C1=O	-7	-8
O=C(NCc1ccc2c(c1)OCO2)C1CCN(c2ncnc3c2nc2n3CCCCC2)CC1	-4	-6
O=C(C1=CN(c2ccc3c(c2)CCC3)c2ccccc2S1(=O)=O)N1CCCCC1	2	10
COC(=O)C1CN(Cc2ccccc2)CCS(=O)(=O)N1Cc1cn(Cc2ccc(F)cc2)nn1 (stereo not drawn)	-3	11
Cc1ccc([N+](=O)[O-])cc1NC(=O)Cc1ccc(F)cc1	0	-3
O=c1onc2cnc3ccccc3n12	-3	·
Cc1cccc(OCC(=O)O/N=C(\N)c2ccc(Cl)cc2)c1	-5	i
Cc1ccc(C(C)NC(=O)Cn2ccc3c(C)nn(C)c3c2=O)cc1C (stereo not drawn)	-2	12
CSc1nnc(C)c(=O)[nH]1	6	·
CC(=O)NS(=O)(=O)c1ccc(NC(=O)c2ccccc2Br)cc1	-1	-2
Cc1ccc2ncnc(NCc3ccccc3)c2c1	-6	1

(continued)
SMILES	Pf apPOL block	mHTT-CaM PPI inh
CCC(C)NC(=O)c1cncc(-c2cc(F)ccc2F)c1 (stereo not drawn)	-2	-1
O=C(c1ccccc1F)N1CCCC1c1cccc(F)c1 (stereo not drawn)	-1	-9
COc1ccc(CC(=O)Nc2cc(F)c3nc(N4CCOCC4)ccc3c2)cc1	1	-7
Cc1onc(-c2ccccc2)c1C(=O)Nc1nccs1	-12	-2
CCc1ccc(C(=O)N2CCC(N3CCC(C(=O)N4CCOCC4)CC3)CC2)cc1	-1	5
Cc1ccc(Cl)cc1NC(=O)C1CC(=O)N(c2cccc([N+](=O)[O-])c2)C1 (stereo not drawn)	-10	54*
O=C(COc1ccccc1)N1CCC(n2cnc3ccccc32)CC1	-1	9
CSc1nnc2c(n1)OC(c1ccc(C)o1)N(C(C)=O)c1ccccc1-2 (stereo not drawn)	-3	3
O=S(=O)(c1ccccc1)n1c(CO)cc2ccccc21	3&-7	·
COC(=O)C(C)Oc1ccc2c(c1)OC(=Cc1ccc(OC)c(OC)c1)C2=O (stereo not drawn)	-3	9
CC(=O)c1ccc(NC(=O)CCCC(=O)O)cc1	-4	-5
COCC(=O)N1CCc2c(c(-c3nc(Cc4ccccc4)no3)nn2C)C1	0	3
COc1cccc(Cn2cc(S(=O)(=O)N3CCCCC3)ccc2=O)c1	-4	3
O=C(NCc1cccc(Cl)c1)C1c2ccccc2CCN1C(=O)C1CC1 (stereo not drawn)	-3	6
CCOCCCNC(=O)C1CCCN(C(=O)Cc2cccc3ccccc23)C1 (stereo not drawn)	6	-5
CCOC(=O)c1ccc(OCC2c3cc(OC)c(OC)cc3CCN2C(=S)Nc2ccc([N+](=O)[O-])cc2)cc1 (stereo not drawn)	4	-3
Cc1c(NC(=O)c2ccc(C(F)(F)F)cc2)cccc1-n1cnnn1	-4	-13
CC(=O)Nc1cccc(-c2csc(Nc3cc(C)ccn3)n2)c1	-3	47
O=C(Nc1ccc(Br)cc1)c1cc2ccccc2oc1=O	1	-1
Brc1csc(C=Nc2ccc3c(c2)OCCOCCOCCOCCO3)c1	7	7
COc1ccccc1N1CCN(Cc2ccc(NC(C)=O)cc2)CC1	-1	-5
O=C1NC(=O)/C(=C/c2ccc(O)c(Br)c2)S1	4	10
Cc1ccc2oc(-c3ccc(NC(=O)c4ccccc4[N+](=O)[O-])cc3)nc2c1	-6	2
O=S(=O)(NCCOc1ccc(F)cc1)c1ccc(Cl)s1	2	-36
O=C(NC1CC2CC1N(C(=O)Cc1ccc(OC(F)(F)F)cc1)C2)c1cccnc1 (stereo not drawn)	-6	7

Some of the entries above, reformatted.
structure,Pf apPOL block,mHTT-CaM PPI inh
COCC(=O)N1CCc2c(c(-c3nc(Cc4ccccc4)no3)nn2C)C1,0,3
COc1cccc(Cn2cc(S(=O)(=O)N3CCCCC3)ccc2=O)c1,-4,3
O=C(NCc1cccc(Cl)c1)C1c2ccccc2CCN1C(=O)C1CC1 (stereo not drawn),-3,6
CCOCCCNC(=O)C1CCCN(C(=O)Cc2cccc3ccccc23)C1 (stereo not drawn),6,-5
CCOC(=O)c1ccc(OCC2c3cc(OC)c(OC)cc3CCN2C(=S)Nc2ccc([N+](=O)[O-])cc2)cc1 (stereo not drawn),4,-3
Cc1c(NC(=O)c2ccc(C(F)(F)F)cc2)cccc1-n1cnnn1,-4,-13

(list continues)
SMILES	Pf apPOL block	mHTT-CaM PPI inh
Oc1ccccc1-c1nc(-c2ccccc2)no1	2	-20
CC(C)(C)C(=O)N1CCCC(c2ccnc(-c3ccccc3)n2)C1 (stereo not drawn)	-3	20
CCc1ccc(N2C(=O)Nc3ccc(Br)cc3C2(O)C(=O)NC(C)C)cc1 (stereo not drawn)	-11	3
COCCOC(=O)C1=C(C)NC(C)=C(C(=O)OC(C)C)C1c1cccc([N+](=O)[O-])c1 (stereo not drawn)	-4	·
O=C1N=C(N2CCCC2)S/C1=C/C=C/c1ccccc1	-2	76*
O=C(NCC(c1cccs1)S(=O)(=O)c1ccc(F)cc1)c1cnccn1 (stereo not drawn)	-3	-8
CCOc1ccc(NC(=O)N2CCC(n3c(-c4ccoc4)nc4cccnc43)C2)cc1 (stereo not drawn)	2	0
CCc1cccc(OCCCN2CCCCC2)c1	-10	-1
O=C(c1ccc(F)c(F)c1)N1CCC(CCOc2ccccc2F)CC1	0	-32
Cc1ccccc1C1CCc2nc(C(=O)Nc3ccccc3F)cn2C1 (stereo not drawn)	-1	1
COc1ccc(NC(=O)c2oc3ccc(S(=O)(=O)N4CC(C)CC(C)C4)cc3c2C)cc1 (stereo not drawn)	-3	1
COc1cc([N+](=O)[O-])ccc1N1C(=O)CC(Sc2nccc(C)n2)C1=O (stereo not drawn)	-1	3
CCCOc1ccc(N2C(=O)CC(N3CCCCC3CC)C2=O)cc1 (stereo not drawn)	-4	0
CC(C)C(=O)N1CCN(c2nc3c(s2)CC(C(=O)NCc2ccncc2)CC3)CC1 (stereo not drawn)	-6	6
O=C1CC(c2ccccc2)CC(O)=C1C=Nc1cc(Br)ccc1O (stereo not drawn)	6	0
COc1ccc2cc3cc(C(=O)NC(C)CCc4ccccc4)oc3nc2c1 (stereo not drawn)	0	-2
C[C@H]1COc2cc(N3CCN(Cc4ccccc4F)CC3)ccc2S(=O)(=O)N1	-9	-5
O=C(Nc1ccccc1F)c1ccc(S(=O)(=O)c2ccccc2Cl)c([N+](=O)[O-])c1	-4	39
CC1=C(C(=O)N2CCN(c3ccc(F)cc3)CC2)C2(CCCCC2)OC1=O	0	-1
CCc1cc(N2CCN(Cc3c(F)cccc3Cl)CC2)n2ncnc2n1	-8	4
CCSc1nc(-c2cccs2)cc(C(F)(F)F)c1C#N	-2	-19
O=C(O)c1cccc(NC(=O)c2cccc(C(=O)Nc3cccc(C(=O)O)c3)c2)c1	-4	-6
CC(=O)N1N=C(c2ccccc2)CC1c1ccc(N(C)C)cc1 (stereo not drawn)	-7	19
CCOc1ccc(NC(=O)CSCc2ccccc2C)cc1	-4	6
COc1cc(OC)cc(N2CCN(C(=O)c3ccc(C)cc3)C(C)C2=O)c1 (stereo not drawn)	-2	-6

The listing continues.
SMILES	Pf apPOL block	mHTT-CaM PPI inh
CC(=O)NC1=NC(=O)/C(=C/c2ccc(OCc3ccccc3)cc2)S1	-5	4
CC1=C(C(=O)Nc2cccc(C)c2C)C(c2ccc(Cl)cc2Cl)NC(=O)N1 (stereo not drawn)	1	3
CN1OCC(S(=O)(=O)N2CCCCC2)C1c1ccnc2ccccc12 (stereo not drawn)	-2	7
COCc1cc(=O)n2c(n1)N(Cc1ccccc1F)CC2	-5	-4
O=C(NCCc1ccsc1)C1CC(=O)N(c2ccc(F)cc2)C1 (stereo not drawn)	-7	-12
COc1ccc(NC(=O)CSC2=NC3(CCCC3)N=C2c2cccc(F)c2)cc1OC	-3	-3
C#CCOc1ccc(Br)cc1C=O	-1	-8
O=C1CC(c2ccco2)CC2=C1C1c3ccccc3C(=O)N1c1ccccc1N2 (stereo not drawn)	-2	8
CC(C)Cn1cc(C(=O)NC2CCCCCC2)c2c3ccccc3n(C)c2c1=O	-2	1
CCOc1cc(C=O)cc(Br)c1OCc1ccccc1F	-8	-11
COc1ccc(C2=N/C(=C\c3ccccc3F)C(=O)O2)cc1	0	-2
COc1cccc(OC)c1C(=O)N1CCCC1c1cc(C(C)C)on1 (stereo not drawn)	-1	1
Nc1c(C=C2C=CC(=O)C=C2)c(=O)nc2sc(COc3ccccc3)nn12	-3	13
CC1CC(C)CN(S(=O)(=O)N2CCCC(C(=O)NCCCN3CCOCC3)C2)C1 (stereo not drawn)	-14	-6
CCOc1ccc(CC(=O)Nc2cc(C)ccc2C)cc1OCC	0	13
CCC(=O)N1CCc2cc(Br)cc(S(=O)(=O)Nc3ccc(C)c(C)c3)c21	-5	-4

A draw from above in order of heavy-atom count, lowest first.
SMILES	Pf apPOL block	mHTT-CaM PPI inh
O=C(NCCc1ccsc1)C1CC(=O)N(c2ccc(F)cc2)C1 (stereo not drawn)	-7	-12
CC(=O)NC1=NC(=O)/C(=C/c2ccc(OCc3ccccc3)cc2)S1	-5	4
CCC(=O)N1CCc2cc(Br)cc(S(=O)(=O)Nc3ccc(C)c(C)c3)c21	-5	-4
Nc1c(C=C2C=CC(=O)C=C2)c(=O)nc2sc(COc3ccccc3)nn12	-3	13
CC(C)Cn1cc(C(=O)NC2CCCCCC2)c2c3ccccc3n(C)c2c1=O	-2	1
